Screens (PubChem BioAssay)
Rac1 GTP hydrolysis = MgcRacGAP GTPase-activating activity inhibitors, confirmation, biochemical, ADP Hunter fluorescence; Rac GTPase-activating protein 1 (Homo sapiens); MgcRacGAP-stimulated Rac1 GTP hydrolysis, ADP Hunter fluorescence; higher % means a stronger effect; GST-tagged Rac1 F28L mutant substrate; inhibition, % at 30 µM, or IC50 in µM where a hit was titrated; 0.6% of 340,000 active; AID 624330, 2012;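 active = first-screen hits whose inhibition reached a set limit at any dose in the follow-up dose series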;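 note: fluorescence reports GDP produced by GAP-driven GTP hydrolysis; strong numbers were not always called active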
* = called active by the depositor. An excerpt; rates above refer to the full screens.

Rac1 GTP hydrolysis	smiles
-24%	CC(=O)Nc1ccc(C(=O)OCC(=O)NC2CCCCCC2)cc1
10%	CC(C)(C)OC(=O)[C@H](CCCCN)NC(=O)c1nc[nH]c1C(=O)N[C@@H](CCCCN)C(=O)OC(C)(C)C
9%	O=C(Nc1ccc(C2=CN(Cc3ccccc3)CCC2=O)cc1)OCc1ccccc1
4%	COc1ccccc1NC(=O)CCNC(=O)C1CCN(S(=O)(=O)c2ccccc2)CC1
3%	COc1ccc(C(CNC(=O)c2ccc(S(=O)(=O)N3CC(C)CC(C)C3)cc2)N(C)C)cc1 (centres undefined)
14%	C[C@H]1CN([C@@H](C)CO)C(=O)CCCn2nncc2CO[C@@H]1CN(C)C(=O)Nc1cccc2ccccc12
-1%	CN(CCc1ccccc1)C(=O)c1cccc(NC(=O)Cc2cccc(NC(=O)C3CCN(C(=O)C4CCC4)CC3)c2)c1
2%	CC1CN(C(=O)COC(=O)c2ccc3ncsc3c2)CC(C)O1 (centres undefined)
9%	COc1ccc(S(=O)(=O)N(C)C[C@@H]2OCc3cnnn3CCCC(=O)N([C@@H](C)CO)C[C@@H]2C)cc1
21%	CC(=O)Nc1cccc(NC(=O)C2CCCO2)c1 (centres undefined)
11%	CN(C)CCCNC(=O)C[C@H]1C[C@H](C(=O)N2CCCCC2)[C@@]2(CCc3ccccc3)c3[nH]c4cc(CCC(=O)N(C)C)ccc4c3CCN2C1=O
7%	O=C(COC(=O)COc1ccccc1)Nc1ccc(Br)cc1F
18%	O=C1C=C(c2n[nH]nc2-c2ccccc2)C[C@@H](c2ccc(F)cc2)C1
13%	COc1ccc([C@H]2C[C@@H](O)[C@H](n3cc(C4CC4)nn3)CN2CC2CCCCC2)cc1
4%	COC(=O)C1C2CC(C(Br)C2Br)C1C(=O)O (centres undefined)

Overlap with the part before: 4 compounds, then new ones.
Rac1 GTP hydrolysis	smiles
7%	O=C(COC(=O)COc1ccccc1)Nc1ccc(Br)cc1F
18%	O=C1C=C(c2n[nH]nc2-c2ccccc2)C[C@@H](c2ccc(F)cc2)C1
13%	COc1ccc([C@H]2C[C@@H](O)[C@H](n3cc(C4CC4)nn3)CN2CC2CCCCC2)cc1
4%	COC(=O)C1C2CC(C(Br)C2Br)C1C(=O)O (centres undefined)
4%	Cc1ccc(S(=O)(=O)N2C[C@H]3n4c(=O)ccc(=O)n4C[C@H](OC(=O)Nc4cccs4)[C@@]3(O)C2)cc1
7%	COc1ccc2[nH]c3c(c2c1)CCN1C(=O)C(CC(=O)NCc2ccco2)C[C@H](C(=O)N2CCOCC2)[C@@]31CCC1CCCC1 (some centres undefined)
3%	COc1ccc(Cl)cc1NC(=O)CN(C)C(=O)c1ccc(-n2cncn2)cc1
6%	COc1ccc(OC)c(S(=O)(=O)NCC(=O)NC2CCCc3ccccc32)c1 (centres undefined)
14%	COc1ccc(-c2[nH]nc3nc(N4CCN(C(=O)c5ccoc5)CC4)cc(C(F)(F)F)c23)cc1
3%	COCCn1c(SCC(=O)c2c(N)n(C3CC3)c(=O)[nH]c2=O)nc2ccccc21
0%	COc1cc(CN(C)c2ccc(S(=O)(=O)N3CCCC3)cn2)ccc1OC(F)F
-2%	Cc1cccc2sc(NC(=O)Cn3c(C)csc3=O)nc12
22%	Cc1sc2nc(-c3ccccc3F)oc(=O)c2c1C
4%	CCCCNC(=O)C(C)N(CCN(C)C)C(=O)CCCN1C(=O)NC(c2ccc([N+](=O)[O-])cc2)C(C(=O)OCc2ccccc2)=C1C (centres undefined)
1%	COc1ccc(C=CC(=O)C=CC=Cc2ccccc2)cc1
4%	OC[C@H]1O[C@@](CO)(O[C@H]2O[C@H](CO)[C@@H](O)[C@H](O)[C@H]2O)[C@@H](O[C@H]2O[C@H](CO)[C@@H](O)[C@H](O)[C@H]2O)[C@@H]1O
6%	Cc1noc(C)c1NC(=O)N(C)C[C@@H]1Oc2ncc(Br)cc2C(=O)N([C@H](C)CO)C[C@@H]1C
4%	COc1ccc(C(CNC(=O)c2cccc(S(=O)(=O)N3CCc4ccccc43)c2)N(C)C)cc1 (centres undefined)
4%	CC1Cc2ccccc2N1C(=O)COC(=O)c1ccco1 (centres undefined)
2%	CSc1ncccc1C(=O)OCC(=O)NC1CCCc2ccccc21 (centres undefined)
14%	Cc1ccc2nc(N3C(=O)C(O)=C(C(=O)c4ccc(C)o4)C3c3ccco3)sc2c1 (centres undefined)
8%	O=C1NC(=O)C(=Cc2ccc(Cl)cc2Cl)S1
1%	COc1ccc(C(=O)NCC(=O)OCC(=O)N2CC(C)OC(C)C2)cc1OC (centres undefined)
3%	O=C1CCc2cc(S(=O)(=O)Nc3ccccc3Cl)ccc2N1
7%	CC(C)(C)NC(=O)C(c1ccc(-c2ccccc2)cc1)N(C[C@H]1CC[C@@H]([C@@H]2CC[C@H](CO)O2)O1)C(=O)c1ccc(C(C)(C)C)cc1 (some centres undefined)
8%	O=C(Cc1cccs1)N[C@@H]1c2ccccc2CC[C@H]1OCc1ccccc1
10%	O=C(Nc1cccc(Cl)c1)c1nc[nH]c1C(=O)NCCN(CCNC(=O)c1[nH]cnc1C(=O)Nc1cccc(Cl)c1)CCNC(=O)c1[nH]cnc1C(=O)Nc1cccc(Cl)c1
-3%	CC(C)N(Cc1ccccc1)C(=O)COC(=O)c1ccc(O)cc1
3%	O=C(Cn1cc([N+](=O)[O-])ccc1=O)Nc1ccc2c(c1)OCO2
12%	C[C@@H]1CN([C@@H](C)CO)C(=O)CCCn2nncc2CO[C@@H]1CN(C)S(C)(=O)=O
1%	O=C(COc1ccccc1)Nc1cc(S(=O)(=O)N2CCOCC2)ccc1N1CCCC1
-2%	O=C(/C=C/c1cccc([N+](=O)[O-])c1)OCC(=O)N1CCOCC1
2%	COCCCNC(=O)C[C@H]1C[C@H](C(=O)N(C(C)C)C(C)C)[C@@]2(C)c3[nH]c4cc(-c5ccco5)ccc4c3CCN2C1=O
11%	CN1C(=O)[C@H]2[C@@H](/C=C/c3ccccc3)N3C(=O)CN(Cc4ccccn4)C(=O)[C@@]3(Cc3ccccc3)[C@H]2C1=O

6 of the entries above in order of their number in Rac1 GTP hydrolysis, largest number first.
Rac1 GTP hydrolysis	smiles
14%	Cc1ccc2nc(N3C(=O)C(O)=C(C(=O)c4ccc(C)o4)C3c3ccco3)sc2c1 (centres undefined)
12%	C[C@@H]1CN([C@@H](C)CO)C(=O)CCCn2nncc2CO[C@@H]1CN(C)S(C)(=O)=O
8%	O=C(Cc1cccs1)N[C@@H]1c2ccccc2CC[C@H]1OCc1ccccc1
3%	O=C1CCc2cc(S(=O)(=O)Nc3ccccc3Cl)ccc2N1
1%	O=C(COc1ccccc1)Nc1cc(S(=O)(=O)N2CCOCC2)ccc1N1CCCC1
-3%	CC(C)N(Cc1ccccc1)C(=O)COC(=O)c1ccc(O)cc1

Following part.
Rac1 GTP hydrolysis	smiles
15%	Cc1nnc(SCC2=C(C(=O)O)N3C(=O)C(NC(=O)COc4ccc(F)cc4)C3SC2)s1 (centres undefined)
-2%	CCCN=C1N(CC)C[C@@H]2[C@@H]3C(=O)N(C)C(=O)[C@@H]3[C@](C)(C(=O)OC)N12
-35%	O=C(COC(=O)c1cccc(F)c1)Nc1cccc(S(=O)(=O)N2CCCCC2)c1
1%	COC(=O)[C@]1(C)N[C@H](CN(C)C(=O)c2ccc(F)cc2)[C@@H]2C(=O)N(C)C(=O)[C@@H]21
6%	CC(C)C[C@@H](CN)NC(=O)c1nc[nH]c1C(=O)N[C@@H](C)C(=O)CNC[C@H](C)NC(=O)c1nc[nH]c1C(=O)N[C@@H](C)C(=O)O
1%	Cc1ccc(S(=O)(=O)CC(=O)N2CCN(c3ccc([N+](=O)[O-])cc3)CC2)cc1
5%	Cc1ccncc1CNC(=O)c1ccccc1
5%	CCN(CC(=O)NCc1cccs1)C(=O)c1cccc(S(=O)(=O)Nc2ccc(F)cc2)c1
9%	Oc1ccc(C23CCCC2C2(CCCC2)c2ccc(O)cc2O3)c(O)c1 (centres undefined)
7%	C[C@H](NC(=O)c1ccccc1)C(=O)OCC(=O)Nc1ccc(Cl)cn1
7%	CCN(CC(=O)Nc1ccc2c(c1)OCCO2)C(=O)COc1ccc(C(C)=O)cc1
10%	CC(C)(O)CC[C@@H](O)[C@](C)(O)C1CC[C@@]2(O)C3=CC(=O)[C@@H]4C[C@@H](O)[C@@H](O)C[C@]4(C)C3CC[C@]12C (some centres undefined)
6%	COc1ccc(C(CNC(=O)c2cccc(NC(=O)c3cccs3)c2)N2CCCC2)cc1 (centres undefined)
6%	CCOC(=O)/C=C/[C@H]1Cc2ccccc2CO1
10%	COc1ccccc1N1CCN(S(=O)(=O)c2ccc([N+](=O)[O-])cc2)CC1
3%	COc1ccc(C(=O)N2CCN(C(=O)C3CCCO3)CC2)cc1[N+](=O)[O-] (centres undefined)
2%	CCCCN(CC)C(=O)C1CCC(=O)N(c2ccc(OC)cc2)C1c1ccc(OC)c(OC)c1 (centres undefined)
7%	Nc1c(C(=O)OCC(=O)Nc2ccc(OC(F)F)cc2)[nH]c(=O)[nH]c1=O
0%	O=C(COC(=O)CCC(=O)c1ccc(Cl)cc1)NCc1ccc(F)cc1
-2%	CC(OC(=O)c1ccco1)C(=O)Nc1ccc(C(F)(F)F)cc1 (centres undefined)
-1%	COc1ccc(C=NNc2ccc([N+](=O)[O-])cc2S(=O)(=O)Nc2ccccc2C(=O)O)cc1OC
3%	O=C(NC1CC1)c1ccc(NC(=O)C2CCC2)cc1
-7%	CN1CCCN(C(=O)CNC(=O)c2ccccc2F)CC1
-1%	Oc1ccccc1-c1n[nH]c(-c2ccccc2O)n1
5%	CCC(=O)Nc1cc2c(cc1Cl)-c1ccccc1C2
2%	Cc1cccc(C(=O)N2[C@@H](C(C)C)COc3cc(Br)ccc3S2(=O)=O)c1
3%	Cc1ccsc1C(=O)OCC(=O)NC1CCCC1
12%	CCCCCCN1C[C@@H](n2cc(-c3ccc(F)cc3)nn2)[C@H](O)C[C@@H]1c1ccccc1
6%	CCCCN1C(=N)N([C@@H](C)CN2CCC[C@H]2CN2C(N)=NC[C@@H]2Cc2ccccc2)C[C@H]1[C@H](C)CC
6%	C[C@H](CO)N1C[C@H](C)[C@@H](CN(C)C(=O)Nc2ccc(C(F)(F)F)cc2)Oc2ccc(NS(=O)(=O)c3cccs3)cc2C1=O

Pulled by structure from the list above (2):
Rac1 GTP hydrolysis	smiles
5%	CCC(=O)Nc1cc2c(cc1Cl)-c1ccccc1C2
2%	CCCCN(CC)C(=O)C1CCC(=O)N(c2ccc(OC)cc2)C1c1ccc(OC)c(OC)c1 (centres undefined)

The listing picks up with the 2 entries that preceded the break.
Rac1 GTP hydrolysis	smiles
6%	CCCCN1C(=N)N([C@@H](C)CN2CCC[C@H]2CN2C(N)=NC[C@@H]2Cc2ccccc2)C[C@H]1[C@H](C)CC
6%	C[C@H](CO)N1C[C@H](C)[C@@H](CN(C)C(=O)Nc2ccc(C(F)(F)F)cc2)Oc2ccc(NS(=O)(=O)c3cccs3)cc2C1=O
9%	Nc1nc(N)c2cc([N+](=O)[O-])ccc2n1
-1%	CCC1(CC(C)C)SC(N)=NC1=O (centres undefined)
8%	Cc1c(Cl)cccc1N=C1NC(=O)CS1
-1%	CCNC(=O)NC(=O)CSc1ccc(S(=O)(=O)N2CCOCC2)cn1
2%	CCOC(=O)C1CCCN(C(=O)c2cccc(S(=O)(=O)N(C)c3ccc(OC)cc3)c2)C1 (centres undefined)
9%	C[C@@H]1CN([C@@H](C)CO)C(=O)CCCn2nncc2CO[C@@H]1CN(C)S(=O)(=O)c1ccc2c(c1)OCCCO2
0%	CCOc1ccc(NC(=O)C(C)NC(=O)c2ccccc2Cl)cc1S(=O)(=O)N1CCCC1 (centres undefined)
10%	COC1=CC(=O)[C@@]2([C@@H]1O)[C@@H](Cl)C[C@]13C(OC)=C(OC)C(=O)C[C@]21CCN3C
5%	C=CCn1c(SCC(=O)N(CC)C2CCS(=O)(=O)C2)nc2scc(-c3ccccc3)c2c1=O (centres undefined)
5%	CC(C)CNC(=O)c1cc2nc(C3CC3)cc(C(F)(F)F)n2n1
-2%	CC(C)C(NC(=O)c1ccccc1)C(=O)OCn1nnc2ccccc2c1=O (centres undefined)
-9%	Cn1c(N)c(C(=O)COC(=O)CNC(=O)c2ccccc2)c(=O)n(C)c1=O
-3%	O=C(O)C(Cc1cccs1)c1cccs1 (centres undefined)
8%	C[C@H](CO)N1C[C@H](C)[C@@H](CN(C)S(=O)(=O)c2ccccc2)Oc2c(NC(=O)CCC(F)(F)F)cccc2C1=O
0%	O=C(CSc1nc2[nH]c(=O)cc(O)c2s1)Nc1nncs1
6%	COc1ccc(-c2cc(C(=O)N(C)CC(=O)Nc3ccccc3C(F)(F)F)c3ccccc3n2)cc1OC
9%	O=C(NNC(=O)C(c1ccccc1)c1ccccc1)c1ccccc1O
5%	Cc1cccc(C(O)C(O)c2cccc(C)n2)n1 (centres undefined)
5%	COCCN(C(=O)c1ccc(-c2ccc(Cl)cc2)o1)c1c(N)n(CC(C)C)c(=O)[nH]c1=O
17µM*	Cc1cccn2c(=S)[nH]nc12
-3%	Cc1ccc(NC(=O)c2nc[nH]c2C(=O)Nc2ccccc2F)cc1
7%	Cc1ccc(NC(=O)C(C)OC(=O)CSc2ccccc2)cc1 (centres undefined)
1%	Cc1onc(-c2ccccc2)c1C(=O)NCCCc1ccccc1
12%	COc1ccc(C#Cc2ccc(C3=CC(=O)CC(C)(C)C3=O)cc2)cc1
3%	CC1(C)CCC(=NNC(N)=S)CC1
-4%	Cn1c(SCC(=O)NCCC2=CCCCC2)nnc1C(F)(F)F
8%	CCN(Cc1ccccc1)N=Nc1ccccc1
1%	O=C1C=CC(=O)N1Cc1ccccn1
35µM*	O=c1c2cc(F)ccc2sn1-c1ccccc1Cl
4%	COc1cc(CN(C)C(=O)C2CCN(S(=O)(=O)c3cccs3)CC2)ccc1OC(F)F
